Ins promoter up: MIN6 insulin promoter up-regulation; MIN6 insulin promoter-GFP reporter, high-content imaging; stronger effect = higher value; z-score at 5 µM; 190,000 compounds, 0.3% hits; AID 1625;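 active = z-score above 3 at 5 µM with at least 500 cells counted in the well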
bCat nuc transl: alters nuclear translocation of beta-catenin in HeLa cells | immunofluorescence imaging | 190,000 compounds, 0.3% hits | AID 1665 | nuclear translocation activity, % at 5 µM;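 active = nuclear translocation activity above 50% at 5 µM, with a well cell count of 50 or more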;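 note: per-cell ratio of nuclear to cytoplasmic median beta-catenin stain intensity; plate controls were DMSO negative control for no effect and GSK-3 inhibitor IX positive control for full effect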
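Assay system: human HeLa cells, native beta-catenin; doses: 5 µM primary, 0.02–20 µM confirmation; incubation: compound treatment 24 h, 37°C, 5% CO2; technique: fluorescence imaging of beta-catenin antibody stain plus DAPI; measure: % activation, nuclear-to-cytoplasmic median beta-catenin signal ratio per cell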
MT stabilizer: stabilizes microtubules in HeLa cells; % tubulin-high responders, % at 10 µM; 200,000 compounds, 0.83% hits; AID 2205; HeLa tubulin immunostaining HCS, 24 h; share of cells brighter than vehicle mean+2SD;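 active = plate Z-score above 3 for both tubulin-high and condensed-nucleus cell shares, with cell loss under 80%, at 10 µM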;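 note: anti alpha tubulin signal scored within the nucleus-defined area of each cell; some results filed as inactive read as strong as hits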
ER stress rescue: protection against thapsigargin-triggered cell killing – 384-well, CSM14.1, ATP luminescence, primary screen (AID 1222) | CSM14.1 thapsigargin-induced death rescue, ATP luminescence; higher % means a stronger effect | cellular ATP content (survival), % at 20 µM, or EC50 in µM where a hit was titrated | 190,000 tested, under 10 active;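 active = EC50 below 50 µM in the dose-response confirmation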;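 note: death triggered by thapsigargin at about 15 µM added after 2 h compound pretreatment; cell ATP read after overnight thapsigargin exposure of roughly 18 to 22 hours; normalized against plate controls of thapsigargin alone and 5% DMSO vehicle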
Autophagy mod: alters autophagy in cells | AID 463193 | 190,000 compounds, 0.98% hits | MEF GFP-LC3 puncta imaging; test concentration mostly 10 µM | calls only at 10 µM (by protocol);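 active = percentage of spot-positive cells more than 3 SD above its plate mean, without a fluorescence outlier flag or 80% toxicity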;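 note: spot-positive cell cutoff set from DMSO-treated cells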
P. falciparum M17LAP: P. falciparum M17LAP inhibitors, primary screen, biochemical, fluorogenic H-Leu-NHMec substrate, 1536-well (AID 1619). recombinant M17LAP, H-Leu-NHMec fluorogenic kinetic assay; higher % means a stronger effect. inhibition, % at 30 µM, or IC50 in µM where a hit was titrated. 220,000 compounds, 0.38% hits;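 active = compound inhibiting the enzyme by more than half at any dose during confirmatory dose-response retesting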;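 note: plate controls were full reaction with DMSO carrier for no effect and no enzyme background for full effect; strong numbers were not always called active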
Dynein cargo inh: blocks dynein driven cargo transport along microtubules; 3617.4 mouse cells, GR-EGFP nuclear translocation imaging; test concentration mostly 20 µM; stimulated with dexamethasone, 1 µM; stronger effect = lower value; z-score, hits read low; 220,000 compounds, 0.47% hits;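 active = plate z-score of nuclear minus cytoplasmic receptor signal below a set negative limit, without overly bright fluorescence or cell loss, cut at about -3.5 in these data, passing the limit was not always enough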;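 note: z-score of nuclear minus cytoplasmic ring GR-EGFP intensity difference per well; some compounds called inactive have numbers as strong as hits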
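medium = tetracycline-free induction medium containing charcoal-stripped FBS | probe or stimulus = dexamethasone, 1.0 µM final | timing = 48 h induction, then 1 h compound, then 30 min agonist, 37 °C | detection = automated 10x imaging of fixed Hoechst-stained cells | read-out basis = nuclear versus cytoplasmic GR-EGFP signal, averaged per well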
M1AAP inhibition: malaria alanyl aminopeptidase activity blockers – biochemical, fluorogenic H-Leu-NHMec substrate, 1536-well (AID 1445); recombinant M1AAP, H-Leu-NHMec fluorogenic kinetic assay; higher % means a stronger effect; inhibition, % at 30 µM; hits with a dose series show IC50 in µM; 220,000 compounds, 0.42% hits;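 active = primary inhibition above the hit cutoff, then over 50% inhibition at one or more dose response concentrations, cut at about 23% in these data, passing the limit was not always enough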;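 note: plate controls were DMSO full reaction for no effect and no enzyme background for full effect; strong numbers were not always called active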
K1F lysis inhibition: protection from phage-mediated lysis, alamar blue read-out – E. coli UTI89, K1F phage, bacterial capsule biogenesis inhibitors (AID 488966); inhibition, % at 100 µM, or IC50 in µM where a hit was titrated; 340,000 compounds, 0.02% hits; E. coli UTI89 K1F phage lysis, alamar blue, 2 h; higher % means a stronger effect;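 active = phage lysis inhibition, versus mean bacterial control, above a set limit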;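 note: capsule biogenesis inhibitors block K1F phage lysis so surviving cells raise fluorescence; higher fluorescence means more inhibition of phage lysis; actives were called in the ten point dose series up to 300 µM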
Dynein cargo inh cytoplasmic EGFP: further read-out of Dynein cargo inh, marked with its call; z-score; measured here: cytoplasmic GR-EGFP intensity; stronger effect = higher value
Dynein cargo inh nuclear GR-EGFP: further read-out of Dynein cargo inh, marked with its call; z-score; measured here: nuclear GR-EGFP intensity;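 lower value marks the stronger effect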
Dynein cargo inh cell count: second read-out of Dynein cargo inh, no call of its own (marks repeat the call); z-score; measured here: cell count per field
Ins promoter up cell count: also measured in Ins promoter up; calls as there; cell count; measured here: cytotoxicity, nuclei count;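 total cells summed across four imaged fields per well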
bCat nuc transl cell count 5 µM: recorded beside bCat nuc transl, whose call it bears; cell count; measured here: cell count, cytotoxicity flag
MT stabilizer Hoechst-high %: recorded beside MT stabilizer, whose call it bears; % Hoechst-high responders; measured here: nuclear condensation Hoechst responders;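 share of cells brighter than vehicle mean plus two SD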
MT stabilizer cytotoxicity %: second read-out of MT stabilizer, no call of its own (marks repeat the call); toxicity, %; measured here: cytotoxicity by cell density;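 0% = mean cell density of plate MIN control wells and 100% = no cells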
Autophagy mod cell loss 18 h: further read-out of Autophagy mod, marked with its call; toxicity, %; measured here: cell loss, nuclei count;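 cell loss after 18 h compound exposure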
The depositor's hits bear a star; i = inactive; x = no result given; + = active, no number; [ ] = dose if it differs, or a comment.

SMILES	Ins promoter up	Ins promoter up cell count	bCat nuc transl	bCat nuc transl cell count 5 µM	MT stabilizer	MT stabilizer Hoechst-high %	MT stabilizer cytotoxicity %	ER stress rescue	Autophagy mod	Autophagy mod cell loss 18 h	P. falciparum M17LAP	Dynein cargo inh	Dynein cargo inh cytoplasmic EGFP	Dynein cargo inh nuclear GR-EGFP	Dynein cargo inh cell count	M1AAP inhibition	K1F lysis inhibition
CC(C(=O)OCC(=O)c1ccccc1)N1C(=O)c2ccccc2C1=O (stereo unspecified)	0.99	1590	-1.4	992	3.8	2.9	3.8	-0.1%	i	12	-1%	-0.72	2.4	0.46	0.14	-3%	0.5%
CC(C)C(=O)Nc1ccc(-c2csc(-c3ccccc3)n2)cc1	0.2	1533	-0.9	1372	1.7	1.1	5.4	1.1%	i	4	9%	-0.078	-0.2	-0.17	0.46	0%	3.6%
Cc1cc(=O)[nH]c(SCC(=O)OCc2ccccc2)c1C#N	-0.49	1573	1.9	958	1.5	1.6	3.8	1.0%	i	21	29%	-0.89	-0.33	-0.24	0.39	-1%	-0.2%
COc1cc(NC(=O)c2ccc3c(c2)OCO3)ccc1NC(=O)c1ccco1	-0.09	1552	-1.8	1202	3.8	3.1	2.1	-1.1%	i	-6	18%	-0.42	-0.19	-0.2	1	10%	1.3%
Cc1ccc(C(=O)NC(=S)NNS(=O)(=O)c2ccccc2)cc1	x	x	-0.7	1513	1.6	1.9	8.2	0.8%	i	31	107%	-1.1	-0.31	-0.7	0.77	12%	-0.4%
Cc1cccc(-n2c(SCC(N)=O)nnc2-c2ccccn2)c1C	0.31	1298	-3.8	1001	3.0	1.8	8.9	2.0%	i	-3	-2%	-1	-0.19	-0.58	1	4%	0.9%
CCn1cc(CN2CCc3c([nH]c4ccccc34)C2c2cccc(OC)c2OC)c(C)n1 (stereo unspecified)	0.23	1432	-0.9	1092	2.4	1.5	6.0	-3.6%	i	-8	8%	0.5	-0.32	0.2	0.058	7%	-1.6%
O=[N+]([O-])c1cc(C(F)(F)F)cc([N+](=O)[O-])c1NCc1cccnc1	0.21	1589	0.4	1070	2.0	2.8	7.7	0.6%	i	10	8%	-0.052	-0.26	-0.094	-0.22	-2%	0.6%
COC(=O)c1c(C)n(-c2ccccc2)c2ccc(O)cc12	x	x	x	x	4.2	2.6	6.4	1.2%	i	-6	-20%	-0.38	-0.18	-0.046	0.08	10%	0.1%
COc1cc(N=Cc2c(O)[nH]c3ccccc23)cc(OC)c1OC	-0.8	1597	-2.1	945	7.2	4.1	6.3	-3.2%	i	15	5%	-0.72	-0.043	-0.16	0.14	17%	0.9%
CC1=Nc2ccccc2/C1=C/c1sc(=O)n(CC(=O)N2CCCC2)c1O	0.88	1412	0.3	1322	4.5	1.4	4.2	-0.4%	i	19	-11%	1.4	-0.13	1.2	-1	12%	-0.9%
O=C(c1ccccc1)N(c1ccccc1)C1C=CS(=O)(=O)C1 (stereo unspecified)	0.62	1410	-6.0	970	1.9	1.5	9.7	1.2%	i	39	5%	-0.31	-0.13	-0.065	0.018	4%	0.2%
Fc1cccc(Cc2noc(CN3CCC(c4ccncc4)CC3)n2)c1	0.4	1321	-1.1	1066	6.0	1.6	3.5	1.8%	i	-12	2%	0.39	-0.26	0.11	-0.2	8%	0.0%
N#Cc1nc(COc2ccc(Cl)cc2Cl)oc1N1CCOCC1	1.2	1348	4.5	1395	2.8	3.5	9.2	0.6%	i	16	10%	-0.5	-0.17	-0.09	0.0089	-2%	i
CCN(CC)CCN(CC)Cc1ccccc1Br	-1.8	1424	0.0	748	3.8	2.3	6.4	-1.1%	i	3	-8%	0.31	-0.042	0.9	-0.89	3%	0.4%
Cc1sc(NC(=O)C2CCCO2)c(C#N)c1C (stereo unspecified)	0.09	1276	0.0	911	4.0	1.8	4.8	-3.1%	i	13	6%	-0.77	-0.23	-0.046	1.1	-1%	1.3%
COc1ccc(N2C(=O)CN=C2Nc2nc(C)cc(C)n2)cc1OC	0.34	740	2.7	1027	2.9	2.5	3.6	1.5%	i	-37	10%	-0.48	-0.24	-0.47	1	3%	-2.7%
COC(=O)CCCCCCCCC(=O)Nc1nc2ccccc2s1	0.8	1479	0.0	1310	3.8	1.1	9.1	-0.8%	i	-3	3%	0.32	-0.24	0.069	0.37	1%	0.4%
Cc1ccc(-c2[nH]nc3c2C(c2ccsc2)C(C#N)=C(N)O3)cc1 (stereo unspecified)	-0.62	948	x	x	3.2	2.7	5.3	-0.3%	i	0	11µM*	0.95	-0.2	0.51	0.42	3%	0.1%
CC(C)[C@H](NS(=O)(=O)c1ccc2c(c1)OCCO2)C(=O)OCC(=O)Nc1ccccc1Cl	0.65	1434	1.6	1067	3.4	2.4	4.1	-1.0%	i	12	9%	-0.55	-0.24	-0.24	0.42	12%	2.5%
O=c1c(C(c2ccc(Br)cc2)c2c(O)nc3n(c2=O)CCCS3)c(O)nc2n1CCCS2	-0.49	1450	-0.6	1072	x	x	x	x	x	x	11%	-0.073	-0.1	-0.11	0.31	9%	-2.5%
COc1ccccc1CNC(=O)C(=O)NCC1CCCO1 (stereo unspecified)	0.96	1172	-6.2	561	2.2	2.3	2.3	-4.6%	i	4	4%	0.72	-0.22	0.36	0.22	3%	0.3%
Clc1ccc(C2=NNC(=NCc3ccc4c(c3)OCO4)SC2)cc1	-0.36	1309	-1.0	1115	4.0	3.5	6.9	7.6%	i	15	11%	-1.2	-0.11	-0.7	0.71	3%	-0.1%[50 µM]
N#CCCN1CCN(C(=S)c2ccc(-c3ccc(Cl)cc3)o2)CC1	1.2	903	5.0	954	3.0	3.0	14	-1.2%	i	5	16%	-0.69	-0.25	-0.034	0.38	16%	-0.1%
O=C(Cn1cncc1-c1ccc([N+](=O)[O-])cc1)Nc1cccc2ccccc12	-0.22	1177	1.4	570	2.2	2.3	8.5	1.5%	i	-4	-1%	1.9	0.1	1.1	-0.95	8%	0.6%
O=C(NC(=O)N1CCCc2ccccc21)c1ccccc1	-0.04	1280	1.7	1068	2.6	2.4	9.2	x	i	-2	-1%	0.53	-0.26	0.17	-0.42	4%	0.4%
CCc1ccc(NC2CC(=O)N(c3ccc(OC)cc3OC)C2=O)cc1 (stereo unspecified)	0.29	1228	0.3	974	2.3	1.2	3.3	-0.3%	i	-5	17%	-0.82	-0.18	-0.13	0.49	7%	0.1%[50 µM]
COC(=O)c1cnc(Oc2ccc(NC(=O)NC(=O)c3c(OC)cccc3OC)cc2)cc1C(F)(F)F	1.9	1391	0.9	1190	x	x	x	x	x	x	-2%	0.33	-0.17	0.034	-0.63	7%	0.3%
COc1ccc(CNC(=O)Cn2cc([N+](=O)[O-])nc2C)cc1	-0.31	1258	0.9	1271	3.4	1.8	6.9	-0.8%	i	-4	0%	-0.33	-0.23	-0.032	0.73	2%	0.0%
CCc1cc(C(=O)NCCN(C)C)cs1	-0.76	1253	-0.3	1078	1.4	2.5	7.8	x	i	4	0%	-0.22	-0.24	0.17	1.4	-4%	6.3%
CCc1ccc2c(c1)cc(CN(C(=S)Nc1ccccc1Cl)C1CC1)c1nnnn12	0.15	1889	-1.4	1096	1.6	1.5	4.1	-2.3%	+	12*	2%	x	x	x	x	4%	0.4%
Cn1c(C(=O)N2CCCC(C(=O)NCc3cccs3)C2)cc2sccc21 (stereo unspecified)	0.8	790	x	x	1.5	2.8	12	-0.7%	i	-1	2%	-0.3	-0.22	0.08	0.55	-1%	-0.4%
COC(=O)c1ccccc1NC(=S)NC(NC(=O)COc1ccccc1)C(Cl)(Cl)Cl (stereo unspecified)	-0.38	1516	0.3	1345	1.4	1.5	7.4	-1.2%	i	1	-7%	-0.77	-0.23	-0.42	1.1	2%	-0.1%
CCOC(=O)c1cnn(-c2ccccc2)c1-n1cccc1C(=O)C(=O)N(C)C	-0.22	1607	-4.7	1162	2.1	1.0	6.6	1.5%	i	8	2%	0.21	0.41	0.36	-0.15	4%	0.3%
O=C(COC(=O)c1ccc2ncsc2c1)NC(=O)NCc1ccccc1	0.74	1206	-0.5	1154	3.3	2.5	9.3	-1.4%	i	-2	5%	-0.61	-0.36	-0.32	0.9	9%	0.0%
O=C(CCC(=O)Nc1ccccc1)NNC(=O)c1ccco1	-0.19	1900	-0.7	1074	4.0	2.0	8.4	-1.2%	i	-26	8%	0.0035	-0.21	-0.16	-0.14	5%	0.9%

Record cards, as listed above. Order of values: Ins promoter up | Ins promoter up cell count | bCat nuc transl | bCat nuc transl cell count 5 µM | MT stabilizer | MT stabilizer Hoechst-high % | MT stabilizer cytotoxicity % | ER stress rescue | Autophagy mod | Autophagy mod cell loss 18 h | P. falciparum M17LAP | Dynein cargo inh | Dynein cargo inh cytoplasmic EGFP | Dynein cargo inh nuclear GR-EGFP | Dynein cargo inh cell count | M1AAP inhibition | K1F lysis inhibition
CC(C(=O)OCC(=O)c1ccccc1)N1C(=O)c2ccccc2C1=O (stereo unspecified) as listed: 0.99 | 1590 | -1.4 | 992 | 3.8 | 2.9 | 3.8 | -0.1% | i | 12 | -1% | -0.72 | 2.4 | 0.46 | 0.14 | -3% | 0.5%
COc1ccccc1CNC(=O)C(=O)NCC1CCCO1 (stereo unspecified) as listed: 0.96 | 1172 | -6.2 | 561 | 2.2 | 2.3 | 2.3 | -4.6% | i | 4 | 4% | 0.72 | -0.22 | 0.36 | 0.22 | 3% | 0.3%

Screening data (PubChem)
